RNase H inhibition: RNase H inhibition, HIV 1 Gag Pol polyprotein, FRET biochemical assay, screening (AID 372) | HIV-1 RT RNase H, FRET RNA/DNA substrate fluorescence; higher % means a stronger effect | one-dose inhibition, % at 10 µM; IC50 in µM for titrated hits | actives 0.77% (n = 100,000); in the data active = inhibition above about 50%
* marks the source's active call; other numbers are inactive results.

A first look, 2 compounds:
Structure	RNase H inhibition
O=C1CSC2(N1)C1CC3CC(C1)CC2C3 (centres undefined)	2.0%
CC(=O)Oc1ccc2nc(-c3ccc([N+](=O)[O-])c(C)c3)oc(=O)c2c1	39.0%

The listing (from the top)
Structure	RNase H inhibition
O=C1CSC2(N1)C1CC3CC(C1)CC2C3 (centres undefined)	2.0%
CC(=O)Oc1ccc2nc(-c3ccc([N+](=O)[O-])c(C)c3)oc(=O)c2c1	39.0%
O=C(CN(c1cccc(Cl)c1)S(=O)(=O)c1ccccc1)NCCSc1nc2ccccc2s1	10.0%
O=C(Nc1ccccc1CO)c1ccc(I)cc1	2.0%
O=C1NC(=S)N(c2ccccc2)C(=O)/C1=C/c1ccc(-c2cccc(C(=O)O)c2)o1	7.0%
CC(=NCCc1ccccc1)c1c(C(F)(F)F)[nH]n(-c2nc3ccccc3s2)c1=O	5.0%
O=Cc1cc(Cc2ccccc2)cc(Br)c1O	13.0%
CN1C(=O)/C(=C\c2ccccc2Sc2ccc(Cl)cc2)SC1=S	11.0%
O=C(NCC1CCCO1)c1ccccc1Cl (centres undefined)	0.0%
COc1ccc([N+](=O)[O-])cc1NC1CCC(c2ccccc2)CC1 (centres undefined)	13.0%
O=C1C=C/C(=N\S(=O)(=O)c2ccc3ccccc3c2)C=C1Br	23.0%
Cc1ccc2c(c1)C1C=CCC1C(C(=O)O)N2 (centres undefined)	27.0%
Cc1ccc(C(C)C)c(OCC(O)CN2CCN(c3ccccc3F)CC2)c1 (centres undefined)	20.0%
Cc1oc2ccc(OCc3ccccc3Cl)cc2c1C(=O)O	0.0%
CCOC(=O)NC(Nc1ccccc1C(F)(F)F)(C(F)(F)F)C(F)(F)F	14.0%
Cc1ccc(N=Cc2c[nH]c3ccccc23)cc1Br	11.0%
COC(=O)c1cc(Br)ccc1NC(=O)CCCOc1ccccc1	17.0%
N#Cc1c(N)n(-c2ccc(Br)cc2)c2nc3ccccc3nc12	11.0%
O=C(CSc1nnc(-c2ccco2)n1-c1ccccc1)NC(c1ccccc1)c1ccccc1	7.0%
COc1ccccc1OCc1nc(-c2ccc(Br)cc2)no1	3.0%
O=C1/C(=C/c2c3ccccc3nc3ccccc23)Sc2ccccc21	10.0%
Cc1sc(NC(=O)c2ccc(Cl)c([N+](=O)[O-])c2)c(C(N)=O)c1C	9.0%
COc1ccc(C(=O)N2CCCc3ccccc32)cc1OC	13.0%
Fc1c(F)c(F)c(/C=N/Nc2nnc(Cl)c3ccccc23)c(F)c1F	4.0%
O=C(NCCCN1CCOCC1)c1ccc(Br)cc1	5.0%
O=C(NCCO)c1ccc(-c2nnc(Nc3ccc(O)cc3)c3ccccc23)cc1	7.0%
CCCOCC1O[C@@H]2OC(C)(C)O[C@@H]2[C@H]2OC(C)(C)O[C@@H]12 (some centres undefined)	4.0%
CC(=O)Nc1ccc(N=Cc2ccc3ccccc3c2)cc1	24.0%
Cc1ccc2nc(-c3ccc(NC(=O)c4sc5ccccc5c4Cl)cc3)oc2c1	21.0%
O=C(Nc1ccc(O)c(-c2nc3ccccc3o2)c1)c1ccc(-c2ccc(Cl)cc2)o1	14.0%
COc1cc(C2C3=C(CC(C)(C)CC3=O)OC3=C2C(=O)CC(C)(C)C3)ccc1OC(=O)Nc1cccc(Cl)c1	5.0%
CCOc1ccc(C(=O)Nc2cccc(-c3nc4ccccc4s3)c2)cc1[N+](=O)[O-]	14.0%
N/C(=N\OC(=O)COc1ccc(Cl)cc1Br)c1cccnc1	7.0%
COc1c(O)ccc(/C=N/NC(=O)COc2cccc(C)c2)c1[N+](=O)[O-]	16.0%
N#C/C(=C/c1cc(Br)cc(Br)c1O)c1ccc([N+](=O)[O-])cc1	34.0%
COc1ccc2c(Cl)c(C(=O)N3CCOCC3)sc2c1	2.0%
CCOC(=O)N1CCN(CC(O)COc2ccc(C3CCCCC3)cc2)CC1 (centres undefined)	16.0%
C/C(=N/NC(=O)c1cccc(N2CCCC2=O)c1)c1ccncc1	0.0%
CCOC(=O)C1(C)C/C(=N\N)C(=O)N1c1ccccc1 (centres undefined)	5.0%
COc1cccc(C(=O)N2CCN(Cc3ccc(F)cc3)CC2)c1OC	5.0%

A draw from above in order of length of the SMILES, lowest first:
Structure	RNase H inhibition
COc1ccc2c(Cl)c(C(=O)N3CCOCC3)sc2c1	2.0%
CCOC(=O)C1(C)C/C(=N\N)C(=O)N1c1ccccc1 (centres undefined)	5.0%
C/C(=N/NC(=O)c1cccc(N2CCCC2=O)c1)c1ccncc1	0.0%
CCOC(=O)N1CCN(CC(O)COc2ccc(C3CCCCC3)cc2)CC1 (centres undefined)	16.0%
COc1c(O)ccc(/C=N/NC(=O)COc2cccc(C)c2)c1[N+](=O)[O-]	16.0%
CCOc1ccc(C(=O)Nc2cccc(-c3nc4ccccc4s3)c2)cc1[N+](=O)[O-]	14.0%
COc1cc(C2C3=C(CC(C)(C)CC3=O)OC3=C2C(=O)CC(C)(C)C3)ccc1OC(=O)Nc1cccc(Cl)c1	5.0%

Additional records follow.
Structure	RNase H inhibition
COc1cccc(C(=O)Nc2nc3ccc(S(C)(=O)=O)cc3s2)c1	18.0%
COc1ccc(OC)c(C2C(C(C)=O)=C(O)C(=O)N2CCN(C)C)c1 (centres undefined)	1.0%
O=C(N/N=C/c1cc(Br)c(O)c(Br)c1)c1cccc2ccccc12	8.0%
CN1C(=O)N2CN(C3CCCCC3)CN3C(=O)N(C)C1C23 (centres undefined)	14.0%
CN1C(=O)C(=Cc2cn(C)c3ccccc23)C(=O)N(C)C1=S	9.0%
CCOC(=O)C1=C(C)N=c2s/c(=C\c3ccc(SC)cc3)c(=O)n2C1c1c(OC)ccc2ccccc12 (centres undefined)	8.0%
O=C(/C=C/c1ccco1)Nc1cccc(-c2nc3ccccc3o2)c1	10.0%
O=C(/C=C/N1CCCCC1)c1cccs1	2.0%
O=C(Nc1cccc(Cl)c1)Nc1nnc(-c2ccc(Cl)cc2Cl)s1	6.0%
O=C1CC(N2CCN(c3ccc([N+](=O)[O-])cc3)CC2)C(=O)N1c1cc(Cl)cc(Cl)c1 (centres undefined)	17.0%
CCOC(=O)NC(Nc1ccc(Cl)cn1)(C(F)(F)F)C(F)(F)F	11.0%
COc1ccc(C2CC(c3ccccc3)=NN2c2ccccc2OC)cc1 (centres undefined)	14.0%
CCOC(=O)/C=C/COc1ccc2oc(C)c(C(=O)OC)c2c1	11.0%
CCOc1ccc(C(=O)CCC(=O)OCC(=O)c2ccc3c(c2)OCCO3)cc1	5.0%
CSc1nnc2c(n1)OC(c1ccccc1[N+](=O)[O-])Nc1ccccc1-2 (centres undefined)	4.0%
CCOC(=O)/C(C#N)=C/c1cc(C)n(-c2ccccc2)c1C	5.0%
O=C(Nc1ccccc1C(=O)Nc1ccccc1)c1ccc(F)cc1	12.0%
CCOc1cc(/C=C2\C(=O)NC(=S)N(c3ccc(Cl)cc3)C2=O)ccc1O	7.0%
O=C(NN1C(=O)/C(=C/c2cccc(Br)c2)SC1=S)c1cccnc1	6.0%
C=CCNCC(=O)Nc1sc2c(c1C(=O)OCC)CCCC2	3.0%
O=C(Nc1ccc2c(c1)OCO2)c1cc2n(n1)C(C(F)(F)F)CC(c1ccc(Cl)c(Cl)c1)N2 (centres undefined)	17.0%
NS(=O)(=O)c1ccc(NC(=O)CSCCOC(=O)c2cc3ccccc3o2)cc1	15.0%
C#Cc1cccc(N2C(=O)c3ccc(C(=O)O)cc3C2=O)c1	10.0%
COc1ccc(CCNC(=O)C(=O)NN=C2CCN(C)CC2)cc1OC	4.0%
Cc1ccc(C)c(NC(=O)CCCC(=O)OCC(=O)c2ccc(C)c([N+](=O)[O-])c2)c1	4.0%
COc1ccc(C2(N(C(C)=O)c3ccccc3)C(=O)c3ccccc3C2=O)cc1	15.0%
O=C(NNc1ccc([N+](=O)[O-])cc1)c1ccc([N+](=O)[O-])cc1	5.0%
Cc1cc(/C=C(/C#N)C(=O)Nc2ccc(F)cc2)c(C)n1-c1ccc(-c2ccccc2)cc1	8.0%
CN(C)c1ccc(/C=C2\SC(=S)N(/N=C/c3ccc(N(C)C)cc3)C2=O)cc1	7.0%
COc1ccc(C(=O)Nc2ccc3nn(-c4ccc(C)cc4)nc3c2)cc1Br	26.0%
O=C1c2c(Cl)c(Cl)c(Cl)c(Cl)c2C(=O)C1(Nc1ccccc1)c1ccccc1	7.0%
O=C(NC(=S)Nc1ccc(-c2nc3cc(Cl)ccc3o2)cc1)c1ccc(F)cc1	8.0%
CCNC(=S)N(Cc1ccccc1)/N=C\c1ccccc1	4.0%
O=C1OC(c2ccccc2)=N/C1=C/c1c(F)c(F)c(F)c(F)c1F	10.0%
COc1ccc(Br)cc1C(=O)Nc1ccc(C)cc1[N+](=O)[O-]	9.0%
Cc1cc2c(cc1C)NC(CC(=O)Nc1ccc(Cl)cc1)C(=O)N2 (centres undefined)	22.0%
COc1cc(NC(=O)CCC(=O)O)cc(OC)c1OC	9.0%
O=C1/C(=C\c2ccc([N+](=O)[O-])s2)SC(=S)N1c1ccccc1	7.0%
COc1cc(/C=C2\C(=O)NC(=O)N(c3ccccc3Cl)C2=O)cc(I)c1O	18.0%
Cc1cc(/C=N\NC(=O)c2cc3ccccc3cc2O)c(C)n1-c1ccccc1	17.0%
COc1ccccc1OCCCCOc1ccccc1[N+](=O)[O-]	1.0%
Clc1ccc(COc2ccccc2/C=N/n2cnnc2)cc1	20.0%
Cc1c(N=Cc2c[nH]c3ccccc23)cccc1[N+](=O)[O-]	14.0%
C=C(C)c1cccc(C(C)(C)NC(=O)N2CCCc3ccccc32)c1	23.0%
CCC(C)c1ccc(NC(=O)c2ccccc2[N+](=O)[O-])cc1 (centres undefined)	2.0%
CCCCNC(=O)Oc1ccccc1C(=O)NNS(=O)(=O)c1ccc(C)cc1	5.0%
O=C(N/N=C/CCc1ccccc1)c1cccc([N+](=O)[O-])c1	11.0%
COc1ccc(CNC(=O)Cc2ccc(Cl)cc2)cc1	20.0%
S=C(Nc1ccccc1)Nc1nncs1	6.0%
CCOC(=O)NC(NCc1ccccc1)(C(F)(F)F)C(F)(F)F	1.0%

The list goes on.
Structure	RNase H inhibition
COC(=O)CN(c1cccc(C(F)(F)F)c1)S(C)(=O)=O	0.0%
CC1=CC(C)C(COC(=O)Nc2ccccc2)C(C)C1 (centres undefined)	19.0%
O=C(/C=C\c1ccco1)Nc1ccc(NC(=O)c2cccs2)cc1	15.0%
O=C(CSc1ncn[nH]1)Nc1ccc(Cl)cc1	10.0%
O=C(NNC(=O)c1sc2ccccc2c1Cl)c1ccc(Cl)cc1	5.0%
COc1cccc(N2C(=O)/C(=C/c3ccccc3[N+](=O)[O-])SC2=S)c1	11.0%
CCN(CC)c1ccc(/C=N/NC(=O)c2nonc2N)c(O)c1	18.0%
COc1ccc(C2CC(=O)C3=C(C2)NC(C)=C(C(=O)OCC(C)C)C3c2cc(OC)ccc2OC)cc1 (centres undefined)	10.0%
CCCCN1C(=O)/C(=C/c2ccc(O)c(OCC)c2)SC1=S	25.0%
Cc1c(N=Cc2ccc(-c3ccc(Cl)c(C(=O)O)c3)o2)c(=O)n(-c2ccccc2)n1C	0.0%
Cc1cc(/C=C2/NC(=O)NC2=O)c(C)n1-c1ccc(C(C)(C)C)cc1	37.0%
Cc1ccc(NC(=O)Nc2cc(C)ccn2)cc1	6.0%
COc1cc(OC)cc(C(=O)NC2C3CC4CC(C3)CC2C4)c1 (centres undefined)	19.0%
Cc1cc(Cl)ccc1OCCCN1CCOCC1	6.0%
Cc1nn(Cc2ccccc2)c(=O)c2ccccc12	8.0%
O=C1NC(=O)C(=Cc2ccc(OCc3ccc(F)cc3)cc2)C(=O)N1	18.0%
O=C(NC(NC(=S)Nc1cccc([N+](=O)[O-])c1)C(Cl)(Cl)Cl)c1ccco1 (centres undefined)	34.0%
COc1ccccc1N1C(=O)c2ccc(C(=O)Nc3ccccc3O)cc2C1=O	6.0%
Cc1ccc(NC(=O)c2ccc3c(c2)C(=O)N(c2ccc([N+](=O)[O-])cc2)C3=O)cc1	17.0%
Cc1onc(-c2c(Cl)cccc2Cl)c1C(=O)NCc1ccc(S(N)(=O)=O)cc1	40.0%
N#C/C(=C\c1ccc(-c2ccc(Cl)cc2[N+](=O)[O-])o1)C(=O)Nc1ccccc1	0.0%
CCc1ccccc1NC(=O)C1CC(=O)N(c2ccc(C)cc2)C1 (centres undefined)	21.0%
O=C(CSc1cccc2cccnc12)OCC(=O)c1ccccc1	0.0%
CCCCCCNC(=O)c1ccc(F)cc1	4.0%
Fc1ccccc1CN1CCN(Cc2ccccc2C(F)(F)F)CC1	8.0%
CCCCSc1nnc2c(n1)OC(c1cc(OC)c(OC)cc1Cl)Nc1ccccc1-2 (centres undefined)	14.0%
Nc1nc(-c2ccccc2)c(N)c(-c2ccccc2)n1	8.0%
O=S(=O)(Nc1ccccc1F)c1ccc(F)cc1	0.0%
COc1cccc(NC(=O)c2cccc(I)c2)c1	7.0%
COc1cc(/C=N/NC(=O)C2CC2)ccc1O	4.0%
CC(C)(C)c1ccc(C(=O)NNC(=O)c2ccc([N+](=O)[O-])cc2[N+](=O)[O-])cc1	0.0%
COc1cccc(N(CC(=O)Nc2cc(C)cc(C)c2)S(=O)(=O)c2ccccc2)c1	11.0%
Cc1ccc(-n2c(-c3ccccc3)n[nH]c2=S)cc1	7.0%
CS(=O)(=O)N(CC(=O)NCCc1ccccc1)c1ccc(Cl)cc1	0.0%
CCn1c(-c2ccc(Cl)cc2)csc1=Nc1ccccc1Cl	19.0%
C=C(C)CC1Nc2ccccc2NC1CC(=C)C (centres undefined)	4.0%
O=C1NC(=O)C(=Cc2cn(CCOc3ccc(Br)cc3)c3ccccc23)C(=O)N1	4.0%
Cc1cc(C)cc(NS(=O)(=O)c2cccc([N+](=O)[O-])c2)c1	28.0%

Assay outcomes as filed in PubChem.

This is a subset, so the mix of outcomes need not match the whole.
